AID2073 – disruptors of CaV2.2 binding to Mint1 – biochemical, HTRF (AID 2073). HTRF protein-protein interaction, Mint1-CaV2.2; higher % means a stronger effect. hit rate 0.19% among 290,000. inhibition, % at 20 µM, or IC50 in µM where a hit was titrated; in the data active = inhibition mostly above about 51%, no sharp cut-off; inconclusive = no clear call, values can overlap the other calls; inactive = mostly below about 53%; also: some results filed as inactive read as strong as hits
LYP inhibition – inhibitors of LYP phosphatase, biochemical, fluorescence intensity, uHTS (AID 1779) | hit rate 0.054% among 290,000 | inhibition, % at 11.5 µM, or IC50 in µM where a hit was titrated | recombinant LYP phosphatase, fluorescence intensity; higher % means a stronger effect;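 also: plate controls were vehicle with enzyme for no effect and no enzyme for full effect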
XIAP antagonists – XIAP antagonists, biochemical, IAP family, fluorescence polarization (AID 1018). XIAP BIR domain, fluorescence polarization peptide displacement; higher % means a stronger effect. displacement, % at 20 µM; hits with a dose series show IC50 in µM. hit rate 0.007% among 200,000; in the data active = displacement above about 50%; also: a part of the inactive calls stands beside numbers as strong as those of hits
Siah-1 displacement – blockers of Siah-1 interaction with plectin peptide – biochemical, fluorescence polarization, rhodamine-plectin, uHTS, primary screen (AID 1817). Siah-1 / rhodamine-plectin peptide fluorescence polarization; higher % means a stronger effect. one-dose displacement, % at 20 µM; IC50 in µM for titrated hits. hit rate 0.02% among 290,000;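 active = displacement of at least 50% at 20 µM, with a fluorescence ratio check between 0.3 and a set limit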;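 also: plate controls were Siah plus tracer with DMSO for no effect and tracer alone without Siah for full effect; strong numbers were not always called active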
HEK293 NOD2/NF-kB – inhibition of NOD2-driven NF-kB reporter – cell-based, luminescence, uHTS, HEK293 (AID 1566). HEK293 NOD2/NF-kB luciferase reporter, luminescence; higher % means a stronger effect. inhibition, % at 4 µM; hits with a dose series show EC50 in µM. hit rate 0.63% among 290,000; also: many of its hits are not listed in these tables
Hep lipid drop – hepatic lipid droplet formation modulation | AML12 mouse hepatocytes, oleate lipid droplets, BODIPY imaging | hit rate 0.4% among 240,000 | AID 1656 | inhibition, % at 6.5 µM;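 active = lipid droplet intensity inhibited by at least 50%, with more than 500 cells counted; inconclusive = wells with under 300 cells, treated as cytotoxic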
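Assay system: AML12 mouse liver cells | Compound dosing: One dose, 6.5 µM compound | Read-out basis: Droplet intensity reduction, % inhibition | Measured by: Fluorescence imaging, 20x objective, two fields per well | Schedule: Overnight treatment with compound plus oleate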
HIV fusion peptide – inhibitors of HIV fusion peptide binding, primary screen, biochemical, uHTS, fluorescence dequenching (AID 1986); cell-free peptide binding, fluorescence dequenching, 30 min; higher % means a stronger effect; one-dose inhibition, % at 20 µM; IC50 in µM for titrated hits; hit rate 0.3% among 290,000; in the data active = inhibition mostly above about 52%, no sharp cut-off; inactive = mostly below about 76%; also: some results filed as inactive read as strong as hits
Myeloid diff 2 – promotes myeloid progenitor differentiation; hit rate 1% among 360,000; ER-HoxA9 myeloid progenitors, lysozyme-GFP differentiation, flow cytometry; calls only at 10 µM; AID 624256;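 active = normalized GFP-positive differentiation at or above the plate's own cutoff, the solvent-only control mean plus 3 SD; inconclusive = no clear call, values can overlap the other calls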;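 also: cells exposed to compound for four days before flow analysis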
NS5 inhibitors – Dengue-2 NS5 methyltransferase inhibitors, primary screen, biochemical, confirmation dose response (AID 588689); Dengue-2 NS5 methyltransferase capping enzyme assay, biochemical; higher % means a stronger effect; inhibition, % at 25 µM, or IC50 in µM where a hit was titrated; hit rate 0.3% among 340,000; in the data active = a potency from the dose series; inconclusive = inhibition above about 29% without an active follow-up result
Hep lipid drop cells 6.5 µM – recorded beside Hep lipid drop, whose call it bears; cell count; measured here: cell count, cytotoxicity flag;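 cells counted across two imaged fields per well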
NS5 inhibitors pilot replicate – second read-out of NS5 inhibitors, no call of its own (marks repeat the call); inhibition, %; measured here: pilot screen replicate inhibition
Myeloid diff 2 GFP+ MAC1+ % – recorded beside Myeloid diff 2, whose call it bears; GFP+ MAC1+ double positive, %; measured here: differentiation confirmed by MAC1 staining
* hit, by the source's call; i = inactive; ? = inconclusive; nt = not tested or not shown; + = active, no number. Rule as the data show it, unless noted: active = inhibition above about 50%; inactive = the rest. This is a subset, so the mix of outcomes need not match the whole.

SMILES	AID2073	LYP inhibition	XIAP antagonists	Siah-1 displacement	HEK293 NOD2/NF-kB	Hep lipid drop	Hep lipid drop cells 6.5 µM	HIV fusion peptide	Myeloid diff 2	Myeloid diff 2 GFP+ MAC1+ %	NS5 inhibitors	others
O=C(Nc1ccc(C(F)(F)F)cc1)C1CCCN1S(=O)(=O)c1cccc2cccnc12 (centres undefined)	-1%	7%	-2.5%	-1%	2%	nt	nt	3.5%	i	7.7	1%
CN(C)c1ccc(-n2cccc2/C=C2/SC(=Nc3ccc(F)cc3)NC2=O)cc1	16%	0%	-5.7%	3%	12%	nt	nt	1.7%	i	1.5	9%
Cc1n(N)c2ccccc2[n+]1CC(=O)c1ccccc1	6%	-10%	-3.8%	6%	-3%	17	666	1.4%	i	0.2	-7%
Cc1ccc(NC(=O)NNS(=O)(=O)c2ccc(Br)cc2)cc1	6%	6%	-1.7%	0%	4%	nt	nt	0.9%	i	0.5	-2%
Cc1nc2ccc(CCO)cc2s1	11%	2%	-5.1%	2%	5%	-1	774	1.0%	i	0.8	-2%
Cc1ccc(C=Nc2cccnc2N)cc1	-7%	-10%	3.6%	2%	22%	14	657	-3.1%	i	0.2	nt
COc1ccc(C(=O)N2CC3(CC(c4cccc(NC(=O)COc5ccc(Cl)cc5)c4)=NO3)C[C@@H]2C(N)=O)cc1 (some centres undefined)	12%	-4%	nt	-2%	-15%	-8	778	1.9%	i	1.5	-7%
COc1ccc(NC(=O)c2cccnc2N2CCCCC2)cc1	0%	-5%	-6.2%	13%	4%	-22	740	2.8%	i	1.3	-6%
O=C(Nc1ccc2c(c1)OCO2)C1CCN(C(=O)CSc2ncnc3ccccc23)CC1	3%	-5%	-2.9%	-5%	-5%	nt	nt	-0.4%	i	1.0	7%
O=C(Nc1cccnc1)C1CCC(CNS(=O)(=O)c2cccc3nsnc23)CC1 (centres undefined)	10%	-9%	nt	0%	23%	-1	741	-0.6%	i	0.4	-10%
Cc1ccc(NC(=S)N2CCN(Cc3ccccc3)CC2)c(C)c1	-18%	-7%	-4.7%	5%	-8%	11	630	-1.5%	i	0.5	6%
c1cc(C(c2nnnn2C2CCCC2)N2CCOCC2)ccn1 (centres undefined)	-12%	-2%	-2.6%	2%	-9%	5	684	0.3%	i	6.0	-4%
COc1ccccc1CNC(=O)COC(=O)/C=C/c1cccs1	0%	-1%	-7.5%	-2%	-3%	4	666	-0.3%	i	0.2	-16%
Cc1ccc(NC(=S)NCCCN2CCOCC2)cc1	-5%	-8%	1.1%	0%	13%	3	641	-1.2%	i	0.7	-1%
CCOC(=O)C1CCN(CC(=O)Nc2ccc(S(=O)(=O)N3CCC(C)CC3)cc2)CC1	1%	-6%	nt	-3%	-3%	3	863	0.3%	i	0.3	-1%
COc1cccc(N=Nc2c(N)[nH][nH]c2=O)c1	-5%	-7%	-2.6%	-9%	-46%	22	742	-1.8%	i	0.4	-1%
Cc1cc(NC(=O)c2ccc(S(=O)(=O)N3CCOCC3)cc2)no1	2%	-5%	-1.6%	6%	8%	2	687	-1.4%	i	0.4	-3%
Cc1ccc(NC(=O)CSc2nnc(NC(=O)c3ccco3)s2)cc1	6%	4%	-1.2%	3%	-47%	-17	674	-0.6%	i	0.5	2%
CCOC(=O)C1CCCN(C(=O)c2cc3ncc(Br)cn3n2)C1 (centres undefined)	-6%	-3%	-19%	5%	0%	-5	811	-0.1%	i	0.3	3%
O=C(N/C(=C\c1cccc(Br)c1)C(=O)N1CCOCC1)c1ccco1	11%	-5%	nt	0%	4%	-2	791	-2.1%	i	0.4	2%
CC1CC(C)CN(C(=O)Nc2ccccc2F)C1 (centres undefined)	-1%	-2%	nt	-3%	-1%	-8	686	-1.6%	i	0.6	-6%
COCC(=O)NCCc1ccc(S(N)(=O)=O)cc1	4%	-6%	-3.2%	2%	8%	nt	nt	1.8%	+	7.8*	-5%
COc1ccccc1/C=C/C(=O)NCC(=O)N/N=C/c1cccnc1	12%	-10%	-3.7%	0%	22%	3	634	-1.3%	i	0.1	2%
CCn1nc(C)c(/C=N/NC(=S)Nc2ccc(Cl)cc2Cl)c1C	-10%	6%	-0.8%	4%	-47%	-23	754	-3.4%	i	1.1	-2%

The list goes on, overlapping the part above by two compounds.
SMILES	AID2073	LYP inhibition	XIAP antagonists	Siah-1 displacement	HEK293 NOD2/NF-kB	Hep lipid drop	Hep lipid drop cells 6.5 µM	HIV fusion peptide	Myeloid diff 2	Myeloid diff 2 GFP+ MAC1+ %	NS5 inhibitors	others
COc1ccccc1/C=C/C(=O)NCC(=O)N/N=C/c1cccnc1	12%	-10%	-3.7%	0%	22%	3	634	-1.3%	i	0.1	2%
CCn1nc(C)c(/C=N/NC(=S)Nc2ccc(Cl)cc2Cl)c1C	-10%	6%	-0.8%	4%	-47%	-23	754	-3.4%	i	1.1	-2%
Cc1ccn2cc(CNS(=O)(=O)c3ccc(Cl)s3)nc2c1	3%	-2%	-6.1%	0%	-2%	nt	nt	4.0%	i	2.6	-2%
CC(=O)Nc1ccc(S(=O)(=O)Nc2c(NC3CCCCC3)c3ccccc3oc2=O)cc1	?	-7%	nt	-6%	21%	3	708	-0.4%	i	1.3	-14%
O=C(/C=C\Nc1ccc(S(=O)(=O)Nc2ncccn2)cc1)c1ccccc1	5%	-5%	nt	-2%	9%	nt	nt	3.2%	i	1.0	-5%
CCC1CCCCN1C(=O)CSc1nnc(-c2cccc(Cl)c2)o1 (centres undefined)	-9%	2%	-8.8%	5%	-38%	-8	637	-2.4%	i	2.2	4%
Cc1cccnc1NC(=O)CCNC(=O)c1ccc(Br)cc1	7%	-7%	nt	2%	13%	11	725	-0.8%	i	1.1	1%
CC(NC(=O)C(C)N1CCN(Cc2ccccc2)CC1)c1ccccc1 (centres undefined)	-11%	-6%	nt	3%	-3%	5	745	-1.3%	i	0.4	-2%
COc1ccc(C(=O)NCC(=O)N/N=C/c2ccco2)cc1OC	17%	-3%	nt	-1%	-19%	-3	848	-1.0%	?	nt	8%
CCn1c(COc2cccc(OC)c2)nnc1SCC(=O)Nc1ccccc1C(=O)OC	6%	1%	-4.9%	0%	-4%	nt	nt	1.3%	i	1.3	-6%
CN(C)C(=C(C#N)C#N)N1CCN(c2ccc(Cl)cc2)CC1	-5%	-9%	-5.4%	2%	17%	-8	730	0.6%	i	0.1	3%
CCCn1c(=O)c(C(=O)NCc2ccccc2Cl)c(O)c2ccccc21	22%	-7%	nt	9%	6%	10	744	0.5%	i	0.5	0%
COc1ccc(CCN2C(=O)CCC2(C)C(=O)NC2CCCC2)cc1OC (centres undefined)	11%	-6%	-2.2%	7%	10%	18	675	0.1%	i	0.1	-1%
CCOC(NC(=O)c1ccccc1)C(NC(=O)c1ccccc1)OCC (centres undefined)	-5%	-4%	-6.1%	0%	14%	-19	680	0.3%	i	0.7	1%

Gathered by group, those above containing bromine.
SMILES	AID2073	LYP inhibition	XIAP antagonists	Siah-1 displacement	HEK293 NOD2/NF-kB	Hep lipid drop	Hep lipid drop cells 6.5 µM	HIV fusion peptide	Myeloid diff 2	Myeloid diff 2 GFP+ MAC1+ %	NS5 inhibitors	others
Cc1ccc(NC(=O)NNS(=O)(=O)c2ccc(Br)cc2)cc1	6%	6%	-1.7%	0%	4%	nt	nt	0.9%	i	0.5	-2%
CCOC(=O)C1CCCN(C(=O)c2cc3ncc(Br)cn3n2)C1 (centres undefined)	-6%	-3%	-19%	5%	0%	-5	811	-0.1%	i	0.3	3%
O=C(N/C(=C\c1cccc(Br)c1)C(=O)N1CCOCC1)c1ccco1	11%	-5%	nt	0%	4%	-2	791	-2.1%	i	0.4	2%
Cc1cccnc1NC(=O)CCNC(=O)c1ccc(Br)cc1	7%	-7%	nt	2%	13%	11	725	-0.8%	i	1.1	1%

2 successive entries out of the list so far, for reference:
SMILES	AID2073	LYP inhibition	XIAP antagonists	Siah-1 displacement	HEK293 NOD2/NF-kB	Hep lipid drop	Hep lipid drop cells 6.5 µM	HIV fusion peptide	Myeloid diff 2	Myeloid diff 2 GFP+ MAC1+ %	NS5 inhibitors	others
CCn1c(COc2cccc(OC)c2)nnc1SCC(=O)Nc1ccccc1C(=O)OC	6%	1%	-4.9%	0%	-4%	nt	nt	1.3%	i	1.3	-6%
CN(C)C(=C(C#N)C#N)N1CCN(c2ccc(Cl)cc2)CC1	-5%	-9%	-5.4%	2%	17%	-8	730	0.6%	i	0.1	3%

Next section
SMILES	AID2073	LYP inhibition	XIAP antagonists	Siah-1 displacement	HEK293 NOD2/NF-kB	Hep lipid drop	Hep lipid drop cells 6.5 µM	HIV fusion peptide	Myeloid diff 2	Myeloid diff 2 GFP+ MAC1+ %	NS5 inhibitors	others
Cc1[nH]c(=O)[nH]c(=O)c1S(=O)(=O)NCCc1ccc(S(N)(=O)=O)cc1	4%	-2%	-1.4%	4%	14%	-28	687	-0.6%	i	0.0	-3%
COc1ccc(/C(O)=C/c2nc3ccc(C(=O)NCCc4cccc(C)c4)cc3[nH]c2=O)cc1OC	15%	-10%	-0.7%	-2%	-21%	-3	567	8.5%	i	1.3	?
Brc1cc(Br)c2nc(-c3ccc(N4CCOCC4)cc3)ccc2c1	49%	4%	-9.1%	7%	-38%	32	659	0.6%	i	0.5	-14%	NS5 inhibitors pilot replicate=-9.0
C/C(=C/c1ccccc1)C(=O)N1CCN(c2ccc(F)cc2)CC1	8%	-8%	nt	5%	19%	11	821	0.5%	i	0.5	2%
O=C(NCC1CCCCC1)C12CN(Cc3ccccc3)CC1C(c1cccc([N+](=O)[O-])c1)=NO2 (centres undefined)	7%	2%	-4.9%	-6%	-22%	0	604	-0.5%	+	6.8*	-4%
Cc1ccc(-n2nc(CN3CCOCC3)c(-c3ccccc3)c2N)c(C)c1	-8%	-4%	-10%	2%	18%	-14	670	-1.2%	i	0.7	-3%
Clc1ccc(-c2nnc(CCc3ccccc3)o2)c(Cl)c1	-5%	-1%	1.7%	-2%	-113%	nt	nt	0.9%	i	1.0	-6%
Nc1nc(CN2CCCCCC2)nc(Nc2ccc(F)cc2)n1	-8%	-10%	-1.8%	-2%	12%	16	807	-1.7%	i	2.5	1%

Filtered by structure, those above containing a thiophene ring, fused or not
SMILES	AID2073	LYP inhibition	XIAP antagonists	Siah-1 displacement	HEK293 NOD2/NF-kB	Hep lipid drop	Hep lipid drop cells 6.5 µM	HIV fusion peptide	Myeloid diff 2	Myeloid diff 2 GFP+ MAC1+ %	NS5 inhibitors	others
COc1ccccc1CNC(=O)COC(=O)/C=C/c1cccs1	0%	-1%	-7.5%	-2%	-3%	4	666	-0.3%	i	0.2	-16%
Cc1ccn2cc(CNS(=O)(=O)c3ccc(Cl)s3)nc2c1	3%	-2%	-6.1%	0%	-2%	nt	nt	4.0%	i	2.6	-2%

Screens as filed in PubChem BioAssay.
